Bioassay records from PubChem.
Sm TGR inh: S. mansoni TGR enzyme inhibition; Q962Y6; purified TGR, DTNB reduction, TNB absorbance 405 nm; Potency, µM (highest dose often 114 µM), without a hit: at the top dose activity change, negative = inhibition, hits mostly inhibitors; 3% of 360,000 active; AID 485364; also: potency is read from the fitted curve at half-maximal effect; nearly all actives have a fitted effect of over 60% in size
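First, TGR (20 nM dispensed) and NADPH were mixed with compound. Second, a 15 min room-temperature incubation followed. Third, further NADPH and then DTNB were added to start the reaction. Finally, TNB absorbance was monitored kinetically.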
HCMV antiviral: blocks human cytomegalovirus replication | HFF cells, HCMV-luciferase reporter, 72 h; hits give low values | activity change, negative = inhibition, % at 57.5 µM | 4.5% of 410,000 active | AID 1259415; in the data active = activity change below about -60%; inconclusive = no clear call, values can overlap the other calls; inactive = above about -39%
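Two compound doses tested in HFFs infected with HCMV-luciferase, MOI 1 PFU/cell, 72 h at 37C. Lysate luminescence read with OneGlo; data normalized against buffer-only and 10uM Salinomycin inhibitor controls.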
Giardia FBPA inh: inhibitors of Giardia lamblia fructose-1,6-bisphosphate aldolase; A8B2U2; purified Giardia FBPA; Potency, µM (doses to about 59.6 µM), without a hit: top-dose activity, negative = inhibition, usual class: inhibitors; 0.71% of 290,000 active; also: potency is read from the fitted curve at half-maximal effect; nearly all actives have a fitted effect of over 55% in size
Target sequence (A8B2U2 whole entry, looked up): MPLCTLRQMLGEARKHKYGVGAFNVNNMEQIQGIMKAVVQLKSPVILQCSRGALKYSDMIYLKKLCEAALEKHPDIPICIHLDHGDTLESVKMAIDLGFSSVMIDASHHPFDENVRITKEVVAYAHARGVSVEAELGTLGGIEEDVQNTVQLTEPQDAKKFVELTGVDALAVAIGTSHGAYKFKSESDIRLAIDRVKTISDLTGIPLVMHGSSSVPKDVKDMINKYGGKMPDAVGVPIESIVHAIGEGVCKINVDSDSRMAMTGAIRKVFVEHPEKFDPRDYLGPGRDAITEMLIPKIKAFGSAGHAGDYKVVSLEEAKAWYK
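Giardia FBPA (40 nM reagent) was preincubated 10 min at RT with compound (up to 57.5 uM final), then substrate plus GAPDH/TPI/NAD/arsenate coupling system with diaphorase/resazurin was added; resorufin fluorescence (525/598 nm) was read after 20 min.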
AmpC no deterg: AmpC beta-lactamase inhibition without detergent | AmpC nitrocefin hydrolysis, absorbance 480 nm, 0.0001% Triton | Potency, µM (titrated, usually from 57.1 µM), for inactives: at the highest dose activity change, negative = inhibition, most hits filed as inhibitors | 0.52% of 330,000 active | AID 485341;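 also: potency is read from the fitted curve at half-maximal effect; plate controls were no compound for no effect and no enzyme for full effect; nearly all actives have a fitted effect of over 20% in size; some results filed as inactive show a strong effect at the top dose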
Target sequence (P00811 whole entry, looked up): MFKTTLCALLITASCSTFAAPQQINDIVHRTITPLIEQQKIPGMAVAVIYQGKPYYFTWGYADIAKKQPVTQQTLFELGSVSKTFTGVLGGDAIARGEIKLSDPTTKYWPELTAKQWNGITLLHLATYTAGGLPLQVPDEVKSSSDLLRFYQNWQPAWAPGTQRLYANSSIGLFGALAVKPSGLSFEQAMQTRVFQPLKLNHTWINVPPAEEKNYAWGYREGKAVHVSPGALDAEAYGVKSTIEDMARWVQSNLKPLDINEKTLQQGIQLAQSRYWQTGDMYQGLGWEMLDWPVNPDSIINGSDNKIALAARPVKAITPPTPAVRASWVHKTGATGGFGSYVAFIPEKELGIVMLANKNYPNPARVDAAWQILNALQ
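AmpC (5.3 nM in the dispensed reagent) in 20 mM phosphate pH 7.0 with 0.01% (detergent screen) or 0.0001% Triton X-100 was preincubated with compounds for 15 min at room temperature. Nitrocefin was then added from an 800 uM solution, and hydrolysis was followed at 480 nm.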
AmpC detergent: blocks E. coli AmpC beta-lactamase in detergent assay | AmpC hydrolysis of nitrocefin, absorbance 480 nm, 0.01% Triton | Potency, µM (titrated, usually from 114 µM), for the others: at the highest dose activity change, negative = inhibition, hits mostly inhibitors | AID 485294 | 0.041% of 370,000 active;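 also: potency is read from the fitted curve at half-maximal effect; 0% = no-compound wells and -100% = no-enzyme wells; nearly all actives have a fitted effect of over 25% in size; some results filed as inactive show a strong effect at the top dose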
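20 mM phosphate pH 7.0 + 0.01% (detergent screen) or 0.0001% Triton X-100; 5.3 nM AmpC reagent; cpd preinc 15 min RT; nitrocefin (800 uM stock) to start; A480 q20 s × 4 min; Activity was normalised to no-enzyme and no-compound control wells.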
AMA1-RON2 inh: disrupts binding of P. falciparum AMA1 to RON2. AlphaScreen AMA1-biotinylated RON2 peptide binding. Potency, µM (titrated, usually from 58.2 µM), inactives show at the highest dose activity change, negative = inhibition, hits mostly inhibitors. 0.2% of 360,000 active;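 also: potency is read from the fitted curve at half-maximal effect; 0% = vehicle wells and -100% = peptide control; nearly all actives have a fitted effect of over 45% in size; some results filed as inactive show a strong effect at the top dose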
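AMA1 (3D7) with his tag at 25 nM final met compounds first, then biotinylated RON2 peptide at 25 nM; detection used donor plus acceptor beads, 10 µg/mL apiece, read by AlphaScreen after 30 min at room temperature.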
Numbers without * were called inactive; [ ] = dose if it differs, or a comment. Unless noted, calls follow the shape of the dose curve; as a rule, active = well fitted curve in the direction sought with a large enough effect; inconclusive = small, poorly fitted or top-dose-only effect, or another doubt; inactive = no such curve, though single readings can be large; an effect the other way counts as inactive or inconclusive. Unless noted, % is scaled to controls: 0 for no effect and ±100 for the full control effect.

What do the screens show for `COc1ccc(C(=O)CN(CCC(=O)O)S(=O)(=O)c2ccc([N+](=O)[O-])cc2)cc1`?
Sm TGR inh: -7%; HCMV antiviral: -4; AmpC no deterg: -14%; AmpC detergent: inconclusive; AMA1-RON2 inh: 6%

What do the screens show for `COc1cc(/C=C\C(=O)Nc2cc(=O)n(C)c(=O)n2C)cc(OC)c1OC`?
Sm TGR inh: 3%; HCMV antiviral: -26; Giardia FBPA inh: 3%; AmpC no deterg: 18%; AmpC detergent: -7%; AMA1-RON2 inh: 12%

What do the screens show for `C=CCc1c(O)nc(SCC(=O)c2ccccc2)[nH]c1=O`?
Sm TGR inh: -25%; HCMV antiviral: -4; Giardia FBPA inh: -13%; AmpC no deterg: -21%; AmpC detergent: -11%; AMA1-RON2 inh: 22%

Results for CCCN(CCC)S(=O)(=O)c1ccc(C(=O)Nc2sc3c(c2C(=O)OC)CCN(CC)C3)cc1 ?
Sm TGR inh: 9%; HCMV antiviral: -36; AmpC detergent: -4%

What do the screens show for `CCCCn1c(=O)[nH]c(=O)c2c1nc(-c1cc(Cl)c(OC)c(OC)c1)n2C`?
Sm TGR inh: 0%; HCMV antiviral: 64; Giardia FBPA inh: -1%; AmpC no deterg: -24%; AmpC detergent: -5%; AMA1-RON2 inh: -15%

Results for CCCCCOC(=O)C1=C(C)Nc2nnnn2C1c1ccccc1Cl (stereo not drawn) ?
Sm TGR inh: 3%; HCMV antiviral: inconclusive; Giardia FBPA inh: -12%; AmpC no deterg: 9%; AmpC detergent: -9%; AMA1-RON2 inh: 1%

How did Cc1ccc(NC(=O)Nc2sc3nc4n(c(=O)c3c2C)CCC(C)CC4)c(Cl)c1 (stereo not drawn) do in these assays?
Sm TGR inh: 4%; HCMV antiviral: 0; AmpC detergent: 18%

What do the screens show for `CCc1ccccc1NC(=O)CN(Cc1ccccc1)S(=O)(=O)c1ccc(Br)cc1`?
Sm TGR inh: 0%; HCMV antiviral: 1; AmpC detergent: 16%

How did CCCn1nnnc1SCC(=O)Nc1nnc(CC)s1 do in these assays?
Sm TGR inh: -2%; HCMV antiviral: 21; Giardia FBPA inh: -24%; AmpC no deterg: 33%; AmpC detergent: inconclusive; AMA1-RON2 inh: -2%

Results for COC(=O)c1[nH]c2ccc(C)cc2c1NC(=O)Nc1ccc(OC)cc1 ?
Sm TGR inh: 0%; HCMV antiviral: 7; Giardia FBPA inh: 0%; AmpC no deterg: 5%; AmpC detergent: -7%; AMA1-RON2 inh: 4%

How did Cc1cc(C)nc(N2CCC(C(=O)NCc3cccs3)CC2)n1 do in these assays?
Sm TGR inh: 0%; HCMV antiviral: -93*; Giardia FBPA inh: 3%; AmpC no deterg: -7%; AmpC detergent: inconclusive; AMA1-RON2 inh: -6%

Results for CCc1cccc(C)c1NC(=O)Cn1cc2c(n1)CCCCC2 ?
Sm TGR inh: 0%; HCMV antiviral: -10; AmpC detergent: 27%

Results for CCCCn1c2nc3ccccc3nc2c2c(=O)n(CCC(C)C)cnc21 ?
Sm TGR inh: 5%; HCMV antiviral: -12; Giardia FBPA inh: -7%; AmpC no deterg: -16%; AmpC detergent: -3%; AMA1-RON2 inh: -13%

Results for N#Cc1ccc(CN2CCN(C(=O)CCNS(=O)(=O)c3ccc(F)c(Cl)c3)CC2)cc1 ?
Sm TGR inh: -22%; HCMV antiviral: -33; AmpC no deterg: 108%[activator]; AmpC detergent: -1%; AMA1-RON2 inh: 16%

What do the screens show for `O=C(c1ccccc1)C(Sc1ncn[nH]1)c1ccccc1` (stereo not drawn)?
Sm TGR inh: -16%; HCMV antiviral: inconclusive; Giardia FBPA inh: inconclusive; AmpC no deterg: -27%; AmpC detergent: -7%; AMA1-RON2 inh: -3%

What do the screens show for `COc1ccc(CNC(=O)c2cccnc2)cc1`?
Sm TGR inh: -24%; HCMV antiviral: -7; Giardia FBPA inh: -5%; AmpC no deterg: -14%; AmpC detergent: 5%; AMA1-RON2 inh: -12%

What do the screens show for `CC(=O)Nc1c2c(nn1-c1ccccc1)CS(=O)C2` (stereo not drawn)?
Sm TGR inh: -22%; HCMV antiviral: 0; Giardia FBPA inh: 10%; AmpC no deterg: -8%; AmpC detergent: 2%; AMA1-RON2 inh: 9%

How did CC(C)=CCC(C)(C)/C=N/NC(N)=O do in these assays?
Sm TGR inh: 0%; HCMV antiviral: 4; Giardia FBPA inh: -10%; AmpC no deterg: 5%; AmpC detergent: -8%; AMA1-RON2 inh: 1%

How did O=S1(=O)CCO[C@H]2Cc3ccccc3[C@H]2N1Cc1ccccc1 do in these assays?
Sm TGR inh: -3%; HCMV antiviral: -28; Giardia FBPA inh: 0%; AmpC no deterg: 61%[activator]; AmpC detergent: -12%; AMA1-RON2 inh: 9%

What do the screens show for `CN1/C(=C\C(=O)C(F)F)C(C)(C)c2ccccc21`?
Sm TGR inh: 2%; HCMV antiviral: 10; Giardia FBPA inh: 1%; AmpC no deterg: -4%; AmpC detergent: inconclusive; AMA1-RON2 inh: 12%

Brought forward from above: 3 compounds, then new ones.
How did CC(C)=CCC(C)(C)/C=N/NC(N)=O do in these assays?
Sm TGR inh: 0%; HCMV antiviral: 4; Giardia FBPA inh: -10%; AmpC no deterg: 5%; AmpC detergent: -8%; AMA1-RON2 inh: 1%

How did O=S1(=O)CCO[C@H]2Cc3ccccc3[C@H]2N1Cc1ccccc1 do in these assays?
Sm TGR inh: -3%; HCMV antiviral: -28; Giardia FBPA inh: 0%; AmpC no deterg: 61%[activator]; AmpC detergent: -12%; AMA1-RON2 inh: 9%

What do the screens show for `CN1/C(=C\C(=O)C(F)F)C(C)(C)c2ccccc21`?
Sm TGR inh: 2%; HCMV antiviral: 10; Giardia FBPA inh: 1%; AmpC no deterg: -4%; AmpC detergent: inconclusive; AMA1-RON2 inh: 12%

What do the screens show for `CCN(CC)C(=O)c1ccc(N2C(=O)C3CC=C(Cl)CC3C2=O)cc1` (stereo not drawn)?
Sm TGR inh: -14%; HCMV antiviral: 25; Giardia FBPA inh: 7%; AmpC no deterg: 12%; AmpC detergent: -12%; AMA1-RON2 inh: 0%

How did CC(=O)c1ccc(NC(=O)c2ccc(NC(=O)c3ccco3)cc2)cc1 do in these assays?
Sm TGR inh: 17%; AmpC no deterg: 59%; AmpC detergent: -4%; AMA1-RON2 inh: 0%

How did Nc1nnc(CC(=O)N/N=C/c2cccc([N+](=O)[O-])c2)s1 do in these assays?
Sm TGR inh: -13%; HCMV antiviral: -12; Giardia FBPA inh: -22%; AmpC no deterg: -15%; AmpC detergent: 0%; AMA1-RON2 inh: 30%

What do the screens show for `CCOc1cc(C(=O)Nc2ccon2)cc(OCC)c1OCC`?
Sm TGR inh: 5%; HCMV antiviral: 21; Giardia FBPA inh: 2%; AmpC no deterg: -6%; AmpC detergent: inconclusive; AMA1-RON2 inh: 11%

Results for COc1ccc(C(=O)NCc2nnc(SCC(=O)Nc3nc4ccccc4s3)o2)cc1OC ?
Sm TGR inh: 2%; HCMV antiviral: 31; Giardia FBPA inh: 3%; AmpC no deterg: -30%; AmpC detergent: 3%; AMA1-RON2 inh: 66%[activator]

What do the screens show for `CCC(=O)Nc1nnc(SCCOC)s1`?
Sm TGR inh: 0%; HCMV antiviral: 42; Giardia FBPA inh: 11%; AmpC no deterg: -23%; AmpC detergent: -3%; AMA1-RON2 inh: -5%

Results for O=C(c1sc2cc(F)ccc2c1Cl)N1CCN(c2ccccc2)CC1 ?
Sm TGR inh: 0%; HCMV antiviral: -22; Giardia FBPA inh: 2%; AmpC no deterg: -20%; AmpC detergent: -16%; AMA1-RON2 inh: inconclusive

What do the screens show for `Cc1cccc(NC(=S)NNc2cccc(Cl)c2)c1`?
Sm TGR inh: -5%; HCMV antiviral: 25; Giardia FBPA inh: 12%; AmpC no deterg: inconclusive; AmpC detergent: -12%; AMA1-RON2 inh: 6%

Results for O=C(NCCN1CCOCC1)C(=O)NCC1OCCN1S(=O)(=O)c1ccc(Br)cc1 (stereo not drawn) ?
Sm TGR inh: -8%; HCMV antiviral: 12; Giardia FBPA inh: -7%; AmpC no deterg: 23%; AmpC detergent: 1%; AMA1-RON2 inh: 7%

Results for CN(Cc1ccco1)S(=O)(=O)c1csc(C(N)=O)c1 ?
Sm TGR inh: -9%; HCMV antiviral: -30; Giardia FBPA inh: 1%; AmpC no deterg: -15%; AmpC detergent: -6%; AMA1-RON2 inh: 7%

What do the screens show for `COc1ccc(NC(=O)c2ccc3c(c2)CCN3S(=O)(=O)c2ccc(C)cc2)cc1Cl`?
Sm TGR inh: 1%; HCMV antiviral: -5; AmpC detergent: -5%

How did CC(=O)c1cccc(S(=O)(=O)NCCC(=O)Nc2ccc(S(N)(=O)=O)cc2)c1 do in these assays?
Sm TGR inh: 21%; HCMV antiviral: -9; Giardia FBPA inh: -5%; AmpC no deterg: -15%; AmpC detergent: 9%; AMA1-RON2 inh: 16%

What do the screens show for `COc1ccc(CCNC(=O)c2c(O)c3c([nH]c2=O)CCCC3)cc1`?
Sm TGR inh: 9%; HCMV antiviral: 8; Giardia FBPA inh: -6%; AmpC no deterg: -34%; AmpC detergent: -3%; AMA1-RON2 inh: -9%

How did COC(=O)c1ccc(NC(=O)C23CCC(C)(C(=O)O2)C3(C)C)cc1 (stereo not drawn) do in these assays?
Sm TGR inh: 4%; HCMV antiviral: 31; Giardia FBPA inh: 7%; AmpC no deterg: -3%; AmpC detergent: -2%; AMA1-RON2 inh: 8%

Results for NC(=O)c1ccc(NC(=O)COC(=O)CC2Sc3ccccc3NC2=O)cc1 (stereo not drawn) ?
Sm TGR inh: 0%; HCMV antiviral: 10; AmpC no deterg: -25%; AmpC detergent: 3%; AMA1-RON2 inh: -6%

Results for O=C(Cn1cccc1C(=O)c1ccccc1)NCCN1CCCCCC1 ?
Sm TGR inh: -5%; HCMV antiviral: -5; Giardia FBPA inh: -15%; AmpC no deterg: 57%; AmpC detergent: 2%; AMA1-RON2 inh: 0%

How did COc1ccc(-c2ccc(F)cc2)cc1[C@H]1[C@H]2C=CC[C@@H](C)[C@@H]2C(=O)N1Cc1ccccc1 do in these assays?
Sm TGR inh: -20%; HCMV antiviral: -16; Giardia FBPA inh: -2%; AmpC no deterg: -17%; AmpC detergent: -1%; AMA1-RON2 inh: -13%

Results for O=C(c1ccc(OC2CCN(Cc3ccccn3)CC2)cc1)N1CCCC(O)C1 (stereo not drawn) ?
Sm TGR inh: -14%; HCMV antiviral: 0; Giardia FBPA inh: 0%; AmpC no deterg: -3%; AmpC detergent: 14%; AMA1-RON2 inh: 21%

How did Cc1cccc(NC(=O)c2ccccc2[N+](=O)[O-])n1 do in these assays?
Sm TGR inh: 12%; HCMV antiviral: 19; Giardia FBPA inh: 7%; AmpC no deterg: -14%; AmpC detergent: inconclusive; AMA1-RON2 inh: 5%

How did O=C(N/N=C/c1cccc2ccccc12)c1cc(C2CC2)[nH]n1 do in these assays?
Sm TGR inh: -2%; HCMV antiviral: -15; Giardia FBPA inh: -5%; AmpC no deterg: -52%; AmpC detergent: -11%; AMA1-RON2 inh: -4%
